ATG4B inhibitor – ATG4B (human) cysteine protease inhibition; Q9Y4P1; ATG4B cleavage of LC3-PLA2, NBD-HPC fluorescence, 1 h; inhibition, % at 8.33 µM; 340,000 tested, 0.51% active; AID 504462; in the data active means inhibition above about 40%
Target sequence (Q9Y4P1 whole entry, looked up): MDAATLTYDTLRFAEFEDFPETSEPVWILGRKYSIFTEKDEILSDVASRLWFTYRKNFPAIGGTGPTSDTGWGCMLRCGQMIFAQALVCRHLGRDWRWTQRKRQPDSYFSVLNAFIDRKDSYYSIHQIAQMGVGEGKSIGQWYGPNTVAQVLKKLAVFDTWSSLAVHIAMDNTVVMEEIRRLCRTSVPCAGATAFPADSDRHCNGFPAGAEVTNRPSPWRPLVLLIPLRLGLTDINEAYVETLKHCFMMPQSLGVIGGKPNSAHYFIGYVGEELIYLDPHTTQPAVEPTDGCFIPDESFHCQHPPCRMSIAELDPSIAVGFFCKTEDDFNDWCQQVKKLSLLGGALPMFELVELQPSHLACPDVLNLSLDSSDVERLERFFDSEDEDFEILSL
CCR6 antagonist – CCR6 (human) receptor antagonism | 340,000 tested, 0.49% active | inhibition, % at 20 µM | P51684 | CHO-K1 CCR6 PathHunter beta-arrestin, luminescence, CCL20-stimulated;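 active means compounds whose inhibition of the agonist-driven luminescence signal at 20 µM reaches about 50%, limit read from the data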;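 further: cells stimulated with CCL20 at 14 nM final; plate controls were DMSO with CCL20 for no effect and DMSO without agonist for full effect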
APJ agonist – activates the human apelin receptor APJ; P35414; AID 2520; activation, % at 20 µM; 330,000 tested, 0.11% active; CHO-K1 APJ PathHunter beta-arrestin, luminescence; 0% DMSO wells, 100% apelin;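 active means activation more than six SD over the plate average, tested at 20 µM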;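 further: 0% = DMSO alone and 100% = apelin-13 at 10 nM; some results filed as inactive read as strong as hits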
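Material: engineered CHO-K1 APJ arrestin reporter cells; amount: 1000 CHO-K1 reporter cells seeded per well; incubation: compound stimulation 90 min at 25 °C, detection 60 min; signal: luminescent beta-gal fragment complementation, chemiluminescent substrate; read-out basis: APJ agonist activity; controls: DMSO-only wells as negative, 10 nM Apelin-13 as positive control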
UBC13 polyUb – blocks human UBC13 polyubiquitin chain formation; P61088; TR-FRET; inhibition, % at 20 µM; 330,000 tested, 0.47% active; AID 485273; in the data active means inhibition above about 45%, passing the limit was not always enough; inconclusive means no clear call, values can overlap the other calls
Target sequence (P61088 whole entry, looked up): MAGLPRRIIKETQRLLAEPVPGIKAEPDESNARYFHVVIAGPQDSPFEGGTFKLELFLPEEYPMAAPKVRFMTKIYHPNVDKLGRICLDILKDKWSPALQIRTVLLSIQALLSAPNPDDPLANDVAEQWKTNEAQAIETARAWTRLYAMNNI
EBI2 block – antagonists of human EBI2 receptor. P32249. EBI2 beta-arrestin recruitment, luminescence, 7a,25-OHC stimulated. inhibition, % at 5 µM. 360,000 tested, 0.81% active; in the data active means inhibition above about 38%;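 further: enzyme fragment complementation signal reports receptor beta-arrestin coupling in cells; 0% = agonist plus DMSO wells and 100% = wells without agonist; some results beyond the cut were filed as inactive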
Target sequence (P32249 whole entry, looked up, the tested form may be a part): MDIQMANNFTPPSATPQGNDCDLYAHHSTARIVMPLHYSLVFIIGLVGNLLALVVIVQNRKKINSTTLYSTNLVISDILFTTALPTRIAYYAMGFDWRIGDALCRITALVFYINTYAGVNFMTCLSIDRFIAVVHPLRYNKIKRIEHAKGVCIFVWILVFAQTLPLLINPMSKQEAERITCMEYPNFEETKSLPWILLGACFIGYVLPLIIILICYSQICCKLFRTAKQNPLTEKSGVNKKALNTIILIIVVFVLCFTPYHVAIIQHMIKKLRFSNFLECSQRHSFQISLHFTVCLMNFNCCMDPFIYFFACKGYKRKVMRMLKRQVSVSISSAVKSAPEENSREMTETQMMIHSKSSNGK
CXCR6 block – CXCR6 (human) receptor inhibition | 360,000 tested, 0.36% active | O00574 | inhibition, % at 20 µM | CHO-K1 PathHunter CXCR6 beta-arrestin, luminescence; in the data active means inhibition above about 34%, passing the limit was not always enough;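 further: antagonist mode with CXCL16 agonist at 10 nM final; 0% = 10 nM CXCL16 with DMSO and 100% = unstimulated wells without agonist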
Gli-Sufu block – blocks Gli-Sufu signaling in a luciferase reporter; AID 588413; Sufu-KO-LIGHT fibroblasts, Gli luciferase reporter luminescence; 340,000 tested, 0.74% active; inhibition, % at 5 µM;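 active means inhibition above about 55%, limit read from the data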;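 further: 0% = DMSO-treated cells and 100% = wells with medium but no cells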
APJ antag – antagonists of human APJ apelin receptor | P35414 | CHO-K1 APJ beta-arrestin complementation, luminescence | inhibition, % at 20 µM | 330,000 tested, 0.32% active;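 active means inhibition above about 40% at 20 µM, limit read from the data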;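 further: cells challenged with 10 nM apelin-13 agonist together with compound; plate controls were apelin-13 plus DMSO wells for no effect and DMSO wells lacking apelin-13 for full effect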
The depositor's hits bear a star; ? = inconclusive; nt = not tested or not shown. Compounds were not picked by outcome. Share with any hit: about 3%.

SMILES | ATG4B inhibitor | CCR6 antagonist | APJ agonist | UBC13 polyUb | EBI2 block | CXCR6 block | Gli-Sufu block | APJ antag
O=C(Nc1ccc(O)cc1)c1c(O)c2c([nH]c1=O)CCCC2 | -4 | 1 | 0 | 13 | -3 | 5 | -58 | -13
CN(C)c1ccc(C(=O)OCC(=O)NC2CCCCC2)cc1 | -4 | 13 | 1 | -3 | 6 | -1 | 6 | 6
CCN1/C(=C/C(=O)c2ccco2)Sc2ccccc21 | 0 | -5 | -4 | -7 | -2 | -8 | 25 | -6
COc1ccccc1/C=C/C(=O)c1c2c(c(C)[nH]c1=O)CCCC2 | 20 | 1 | -4 | -1 | -17 | 3 | 5 | 13
CN(Cc1nc2ccccc2n1C)C(=O)c1ccco1 | -8 | 4 | 3 | -14 | -9 | 4 | -2 | -27
Cc1sc2ncn(CC(=O)Nc3cccc(S(N)(=O)=O)c3)c(=O)c2c1-c1ccccc1 | -13 | 8 | -1 | 3 | 2 | 6 | 5 | 12
CCOC(=O)c1c(S(=O)(=O)NCC2CCN(CCc3cccs3)CC2)c(C)n(C)c1C | -13 | 1 | -3 | 8 | -11 | 7 | 9 | -5
O=C(CN1CCCCC1)NCCNc1ccc(C(F)(F)F)cc1[N+](=O)[O-] | -4 | 0 | -1 | -5 | -10 | 5 | 17 | 27
Cc1nc(NC(=O)C2CC2)sc1C | -1 | 3 | -2 | -2 | -13 | -2 | -9 | -4
COc1ccccc1N1CCN(c2ccc([N+](=O)[O-])cc2Cl)CC1 | -4 | 5 | -3 | 3 | 15 | -13 | 10 | 13
COc1ccc(-c2csc(NC(=O)COC(=O)C3=COCCO3)n2)cc1 | -3 | -1 | -2 | 1 | 0 | -9 | -70 | -5
COC(=O)C1=C(C)N(CCCC(=O)O)C(=O)NC1c1ccc2c(c1)OCO2 (centres undefined) | -3 | -2 | -4 | 3 | 7 | -3 | -8 | -7
O=C(Nc1cccc2ccccc12)c1ccc(F)cc1 | -10 | 10 | -5 | 2 | 1 | 6 | -3 | 6
Cc1cc(NC(=O)CCC(=O)N(c2ccccc2)C(C)C(=O)NC2CCCC2)no1 (centres undefined) | -1 | 3 | -2 | 3 | 1 | 0 | 3 | 5
CCn1cnc2scc(-c3ccc(OC)cc3)c2c1=O | -8 | 5 | -1 | 9 | -2 | -5 | -2 | 12
Cc1nc(CN2CCN(Cc3nc(C(c4ccccc4)c4ccccc4)no3)CC2)cs1 | 1 | 15 | -4 | 4 | 6 | 4 | 10 | -9
Cc1c(C(=O)Nc2ccccc2)cn2c(nc3ccccc32)c1C#N | 8 | 15 | 5 | -7 | -1 | 0 | 3 | -19
CCN1C(=O)/C(=C/c2nc3ccccc3c(=O)n2-c2ccc(C)cc2)c2ccccc21 | 4 | 17 | 0 | 2 | 35 | 12 | 4 | -11
COc1ccc(N(CC(=O)Nc2cccc(C(C)=O)c2)S(=O)(=O)c2ccc(NC(C)=O)cc2)cc1 | -1 | 11 | 4 | -5 | -4 | 0 | 3 | 3
CC1=C(C(=O)NC2CCCc3c2cnn3-c2cccc(C)c2C)OCCO1 (centres undefined) | 3 | 10 | 9 | 0 | -8 | -8 | 57* | 21
CCN(C(=O)CCS(=O)(=O)c1ccc(Br)cc1)c1ccc2c(c1)OCO2 | -15 | 37 | 0 | -6 | 14 | -6 | -3 | -5
CN(C)C(=O)c1ccc(NC(=O)CSc2nnc(-c3cccs3)n2N)cc1 | 3 | 1 | 2 | -13 | -12 | 5 | -3 | -7
Cn1c(Cn2nnc3ccccc32)nnc1SCC(=O)c1ccccc1F | -3 | -4 | 1 | -2 | -12 | -6 | -8 | 16
CCOCCCNC(=O)c1ccc2c(c1)OCO2 | -9 | -3 | 0 | 4 | 2 | -7 | -16 | 11
COCCn1c(-c2ccc(OC)cc2)cnc1SCC(=O)Nc1cccc2ccccc12 | 2 | 12 | 0 | -6 | 7 | 8 | -2 | -15
COC(=O)c1cc(C(=O)NC(C)C2CC3CCC2C3)cc([N+](=O)[O-])c1 (centres undefined) | -6 | -2 | 11 | -2 | 4 | -10 | -12 | -15
O=C(NN1CCOCC1)c1ccc(Cl)cc1[N+](=O)[O-] | 6 | 1 | 0 | -4 | -4 | 0 | 2 | 8
O=C(Cn1cc([N+](=O)[O-])cn1)NC1CCCCCC1 | 6 | 8 | -5 | -6 | -6 | -4 | -13 | 7
O=C(O)/C=C\C(=O)Nc1cccc(C(=O)Nc2cccc(O)c2)c1 | -9 | 14 | -2 | 1 | 8 | -13 | 2 | -3
COc1ccc2sc(C)nc2c1NC(C)=O | -3 | 3 | 0 | 1 | -8 | -10 | 0 | 17
O=C(NCc1ccco1)c1ccccc1NS(=O)(=O)c1ccc(Cl)s1 | 9 | 8 | -2 | 3 | 2 | 5 | 9 | 10
COc1ccc(/C=N/NC(=O)c2ccccc2[N+](=O)[O-])cc1CN1CCc2cc(OC)c(OC)cc2C1C (centres undefined) | -2 | 7 | 1 | 23 | -4 | -14 | 19 | -6
CC(C)(C)C(=O)Nc1ccccc1C(=O)N1CCCC1 | -6 | -8 | 0 | 2 | 1 | -6 | -7 | 5
CC(C)(Cc1ccc(O)cc1)NC(=O)CC(=O)N=Nc1c(O)[nH]c2ccc(Br)cc12 | -4 | 16 | -1 | -23 | 3 | 3 | 2 | -15
CC[C@]12c3[nH]c4cc(CCC(=O)N(C)C)ccc4c3CCN1C(=O)[C@@H](CC(=O)NCCCN(C)C)C[C@@H]2C(=O)N1CCN(C(=O)C2CC2)CC1 | -3 | 24 | nt | nt | -8 | -5 | -2 | nt
N#CCCn1nc(-c2ccccc2)cc1-n1c(C(F)(F)F)nc2ccccc21 | -11 | -2 | 3 | -3 | 8 | 2 | 3 | -22
c1cc2c3c(cccc3c1)NC(c1ccc3c(c1)OCO3)N2 | 1 | 2 | -3 | -16 | 2 | -1 | 1 | -27
COc1ccccc1C(=O)NCC(=O)OC(C)C(=O)N(C)C1CCCCC1 (centres undefined) | -5 | 2 | -1 | 6 | -3 | 6 | -4 | 21
COCc1cc(C)n(CC(=O)N/N=C/c2ccc(-c3ccc(Cl)c(C(=O)O)c3)o2)c(=O)c1C#N | 13 | 2 | -2 | -22 | 0 | 2 | 5 | 7
CC(C)(C)C(=O)CSc1nc2ncc(Br)cc2[nH]1 | 1 | 4 | -1 | 5 | 11 | 2 | -8 | -5

Random excerpt: 4 entries already listed, in no set order.
SMILES | ATG4B inhibitor | CCR6 antagonist | APJ agonist | UBC13 polyUb | EBI2 block | CXCR6 block | Gli-Sufu block | APJ antag
COc1ccccc1C(=O)NCC(=O)OC(C)C(=O)N(C)C1CCCCC1 (centres undefined) | -5 | 2 | -1 | 6 | -3 | 6 | -4 | 21
CC(C)(C)C(=O)Nc1ccccc1C(=O)N1CCCC1 | -6 | -8 | 0 | 2 | 1 | -6 | -7 | 5
O=C(NCc1ccco1)c1ccccc1NS(=O)(=O)c1ccc(Cl)s1 | 9 | 8 | -2 | 3 | 2 | 5 | 9 | 10
c1cc2c3c(cccc3c1)NC(c1ccc3c(c1)OCO3)N2 | 1 | 2 | -3 | -16 | 2 | -1 | 1 | -27

Following part:
SMILES | ATG4B inhibitor | CCR6 antagonist | APJ agonist | UBC13 polyUb | EBI2 block | CXCR6 block | Gli-Sufu block | APJ antag
OCC1CCCN(C2CCN(Cc3nc(Cc4cccc(C(F)(F)F)c4)no3)CC2)C1 (centres undefined) | 9 | -2 | -3 | 6 | -9 | 3 | 24 | 1
CCCc1nnc(NC(=O)CCC(=O)N2CCCCC2CC)s1 (centres undefined) | -7 | 15 | -4 | 6 | -5 | 4 | 1 | -1
CC(C)C(c1nnnn1Cc1ccccc1)N1CCN(Cc2ccco2)CC1 (centres undefined) | -7 | 0 | 2 | -9 | -2 | 8 | 5 | 12
CCC(C)(NC(=O)CNC(C)=O)C(=O)NC1CCCCC1 (centres undefined) | -8 | -2 | 0 | 10 | -1 | 10 | -3 | 8
CCN(CC)CCC(=O)Nc1cccc2c1C(=O)c1ccccc1C2=O | 3 | 13 | 4 | -67 | 4 | -10 | -12 | -13
O=C(O)c1cccc(NC(=O)c2ccc(S(=O)(=O)c3ccccc3)cc2)c1 | -1 | -1 | 0 | 3 | -12 | 5 | 4 | -12
O=C1c2ccccc2C(=O)N1CCc1csc(-c2cccc(F)c2)n1 | 20 | 11 | -5 | 10 | 13 | -3 | -1 | 3
CCOC(=O)c1cnn(CCOC(=O)c2ccc(OC)cc2)c1NC(=O)c1ccc(OC)cc1 | -13 | 10 | -1 | -11 | 4 | 5 | 1 | 10
Oc1ccc(Cl)cc1C1=NNC(c2cccs2)C1 (centres undefined) | -8 | 23 | -1 | 11 | 0 | 12 | -6 | 10
CCOC(=O)c1ccc(NC(=O)c2ccc(C)c(S(=O)(=O)N3CCOCC3)c2)cc1 | -12 | -19 | 11 | 6 | -20 | -15 | -12 | -18
COc1ccc(C(=O)N2CCN(C3CCN(Cc4ccccc4)CC3)CC2)cc1OC | 1 | 1 | -1 | -12 | -2 | 10 | -12 | -9
COc1ccccc1C(=O)N/C(=C\c1ccc(Br)cc1)C(=O)NCC(=O)O | -9 | -1 | -1 | 5 | -2 | 7 | 97* | -2
CC(=O)NC12CC3CC(C1)CC(C(=O)N1CCN(S(=O)(=O)c4cccc(F)c4)CC1)(C3)C2 | -7 | 7 | 8 | -5 | -5 | 2 | -9 | -34
COc1cccc(C2C3=C(CC(C)(C)CC3=O)OC(N)=C2[N+](=O)[O-])c1 (centres undefined) | -4 | 6 | -1 | 10 | -13 | -2 | 7 | 0
Nc1c(C(=O)N2CCOCC2)oc2ccccc12 | -10 | -3 | 1 | -4 | 5 | -2 | -13 | 39
O=C(CN1CCOCCOCCOCCOCC1)Nc1ccccc1 | -1 | -10 | -1 | 5 | -11 | 0 | 96* | 17
C[C@H]1CC[C@]2(O[C@H](CCO)C[C@@H](O)[C@@H]2O)O1 | 2 | -1 | 4 | 1 | -9 | 0 | -1 | 6
O=C(CSc1nc2cc([N+](=O)[O-])ccc2n1-c1ccccc1)NCc1ccc2c(c1)OCO2 | -6 | 4 | -4 | -1 | 55* | -3 | -4 | 15
CN(c1ccccc1)S(=O)(=O)c1cccc(C(=O)NCc2ccccc2CN2CCCC2)c1 | -9 | 11 | -3 | 11 | -2 | 2 | 8 | -10
COc1cc(C)c(Br)cc1S(=O)(=O)NCc1ccccc1 | 2 | 11 | -4 | 2 | -13 | 2 | -15 | 4
COc1ccc(C(C[N+](=O)[O-])c2c(-c3ccccc3)cc3ccccn23)cc1 (centres undefined) | -4 | -9 | 9 | -3 | 0 | 4 | -4 | -6
Brc1cc2[nH]cnc2c2ccccc12 | -8 | -35 | 7 | ? | -25 | -8 | 22 | -67
O=C(NCc1ccc2c(c1)OCO2)c1cnc2ccccn2c1=O | 5 | -6 | -1 | -1 | -6 | -2 | -3 | -2
CCOc1cc(C(=O)Nc2ccccc2N2CCN(S(C)(=O)=O)CC2)cc(OCC)c1OCC | -2 | -16 | -2 | -10 | -5 | -6 | -6 | -28
COCCN1Cc2cccc(C(=O)NCc3ccccc3OC)c2C1=O | -4 | 14 | -3 | 3 | -11 | -3 | -2 | -11
COc1ccc(Nc2ccccc2NC(=O)c2ccccc2Br)cc1 | 10 | 20 | 2 | -4 | -3 | 6 | -2 | -19
COc1ccc(NS(=O)(=O)c2cc(NC(=O)/C=C/c3cc(OC)ccc3OC)ccc2N2CCCCC2)cc1 | 4 | 6 | -2 | 6 | -3 | 0 | -4 | 4
COc1ccccc1NC(=O)c1cccs1 | 3 | -7 | -1 | 5 | -8 | 1 | -11 | -1
CC(=O)Nc1ccc(NC(=O)CSc2nncn2C)cc1 | 0 | 3 | -3 | 8 | -8 | 2 | 5 | 10
COc1ccc(C)cc1NC(=O)C1CC(=O)N(CCc2ccccc2)C1 (centres undefined) | -17 | 7 | -3 | -4 | 12 | 2 | -11 | 7

From PubChem BioAssay
